# Tb PFK block: qHTS Assay to Find Inhibitors of T. brucei phosphofructokinase; ATP-dependent 6-phosphofructokinase (Trypanosoma brucei brucei), O15648; Potency, µM (highest dose often 57.5 µM), without a hit: at the top dose activity, negative = inhibition, actives largely listed as inhibitors; T. brucei PFK, ADP-Glo luminescence; 330,000 compounds, 0.17% hits;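 further: potency means the concentration at half of the fitted maximal effect; 0% = uninhibited 1x PFK enzyme wells and -100% = no-enzyme wells; nearly all actives have a fitted effect of over 60% in size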
#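 Compounds were pin-transferred as a titration series up to 57 uM into substrate buffer (0.5 mM F6P, 0.1 mM ATP, pH 8.0), then 1.25 nM PFK was added and reactions ran 45 min before ADP-Glo detection.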
# PTAP TSG101 blk: qHTS Assay for Iinhibitors of HIV-1 Budding by Blocking the Interaction of PTAP/TSG101; 340,000 tested, under 10 active; AID 493005, 2010; Potency, µM (series often up to 115 µM), without a hit: top-dose activity change, negative = inhibition, usual class: inhibitors; Tumor susceptibility gene 101 protein (Homo sapiens), Q99816; Fluorescence polarization, FITC-PTAP peptide / Tsg101 binding; active means well fitted inhibition curve with a large enough effect in the main read-out, with a control signal flat, not every such curve was filed as active; inconclusive means small, poorly fitted or top-dose-only effect, or effect the other way, or a change in a side signal; inactive means no such curve, though single readings can be large or run the other way; further: potency means the concentration at half of the fitted maximal effect; % of control where 0% means no effect
# Target sequence (Q99816 whole entry, looked up): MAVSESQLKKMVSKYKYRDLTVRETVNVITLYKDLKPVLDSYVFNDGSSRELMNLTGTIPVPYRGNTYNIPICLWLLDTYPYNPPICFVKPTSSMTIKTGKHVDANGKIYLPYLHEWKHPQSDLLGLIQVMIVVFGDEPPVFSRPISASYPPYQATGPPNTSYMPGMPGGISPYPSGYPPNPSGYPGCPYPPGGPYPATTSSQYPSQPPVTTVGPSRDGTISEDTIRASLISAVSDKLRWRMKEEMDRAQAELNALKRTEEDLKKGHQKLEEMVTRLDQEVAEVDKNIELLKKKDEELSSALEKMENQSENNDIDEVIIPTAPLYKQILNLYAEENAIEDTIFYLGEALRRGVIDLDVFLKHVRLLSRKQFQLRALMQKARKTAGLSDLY
#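 Fluorescence anisotropy tracks displacement of a FITC-tagged PTAP peptide (50 nM) from the Tsg101 binding domain (10 uM), following a 20 min room-temperature incubation at pH 7.5.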
# USP2a block: qHTS Assay for Inhibitors of Ubiquitin-specific Protease USP2a Using CHOP2 as the Reporter; USP2 core, Ub-CHOP2 coupled fluorogenic reporter, 485/531; 330,000 compounds, 0.01% hits; Potency, µM (highest dose often 38.3 µM), inactives show at the highest dose activity change, negative = inhibition, hits mostly inhibitors; Ubiquitin carboxyl-terminal hydrolase 2 (Homo sapiens), O75604; AID 463254, 2010;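 further: potency means the concentration at half of the fitted maximal effect; plate controls were DMSO wells for no effect and full inhibition by NEM control for full effect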
# Target sequence (O75604 whole entry, looked up): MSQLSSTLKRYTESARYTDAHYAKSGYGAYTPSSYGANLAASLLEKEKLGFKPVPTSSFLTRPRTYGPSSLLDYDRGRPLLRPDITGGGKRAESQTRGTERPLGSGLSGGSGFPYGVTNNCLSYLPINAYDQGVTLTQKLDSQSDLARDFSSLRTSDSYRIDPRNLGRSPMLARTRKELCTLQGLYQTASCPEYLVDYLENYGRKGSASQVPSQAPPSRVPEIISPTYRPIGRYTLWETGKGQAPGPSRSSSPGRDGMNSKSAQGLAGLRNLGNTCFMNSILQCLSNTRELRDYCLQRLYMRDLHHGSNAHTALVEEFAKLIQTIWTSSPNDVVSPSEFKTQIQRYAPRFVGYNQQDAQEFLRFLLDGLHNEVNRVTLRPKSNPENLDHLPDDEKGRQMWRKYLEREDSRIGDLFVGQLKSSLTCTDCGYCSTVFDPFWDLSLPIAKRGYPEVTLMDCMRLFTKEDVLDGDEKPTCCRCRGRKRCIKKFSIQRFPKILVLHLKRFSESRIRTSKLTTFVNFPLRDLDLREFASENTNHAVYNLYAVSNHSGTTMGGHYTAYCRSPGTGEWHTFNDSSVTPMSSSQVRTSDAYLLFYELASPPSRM
#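 Cell-free coupled assay: 10nM USP2 core preincubated 30min RT with compound in Tris-HCl pH 8.0/CaCl2/CHAPS buffer, then 25nM Ub-CHOP2 and 25nM reporter substrate; fluorescence (Ex 485/Em 531) read after 60min RT, normalized to NEM inhibition, concentration-response curves fitted.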
# BCR signal inh: qHTS Assay to Find Inhibitors of Chronic Active B-Cell Receptor Signaling. 340,000 compounds, 0.05% hits. Potency, µM (series often up to 46.1 µM), without a hit: at the highest dose ratio change, negative = lower green/red ratio, actives largely listed as inhibitors. ABC-DLBCL IkBa-CBG/CBR reporter, luminescence ratio, 4 h. AID 493014, 2011; active means well fitted inhibition curve with a large enough effect in the signal ratio, with a control signal flat, not every such curve was filed as active; inconclusive means small, poorly fitted or top-dose-only effect, or effect the other way, or a change in a side signal; the % refers to the signal ratio;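 further: potency means the concentration at half of the fitted maximal effect; plate controls were basal doxycycline-induced cells for no effect and cells given 10 µM MG132 for full effect; MG132 reads +100%, hits lower the ratio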
#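 Cell line TMD8 (human ABC DLBCL), stably expressing tet-inducible CBG68-IkBa fusion and CBR; IMDM/0.5% FBS; cpd up to 46 uM; dox induction, 4 h, 37C/5% CO2; dual luminescence; green/red ratio; MG132 control.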
# uPA generation: qHTS for Inhibitors of Cell Surface uPA Generation | cell surface uPA generation assay, qHTS | Potency, µM (top dose mostly 38.3 µM), for inactives: top-dose activity change, negative = inhibition, usual class: inhibitors | 330,000 compounds, 0.31% hits | AID 540303, 2011; active means well fitted inhibition curve with a large enough effect; inconclusive means small, poorly fitted or top-dose-only effect; inactive means no such curve, though single readings can be large or run the other way; tested in mouse RAW 264.7 cells; further: potency means the concentration at half of the fitted maximal effect; on the % scale 0 is the no-effect control and ±100 the full control effect; nearly all actives have a fitted effect of over 55% in size
# TSHR antagonist: Antagonists of the Thyroid Stimulating Hormone Receptor: HTS campaign; 330,000 compounds, 0.2% hits; activity change, negative = inhibition, % at 11.5 µM; TSHR-expressing cells, TSH-stimulated cAMP HTRF, 2 h; hits give low values; AID 504810, 2011; Thyrotropin receptor (Homo sapiens), P16473;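 active means activity change below a set negative limit, meaning inhibition stronger than a set level, cut at about -70% in these data; inconclusive means activity change between two set negative limits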; further: on the % scale 0 is the no-effect control and ±100 the full control effect
#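 Inhibition of cAMP made by TSHR-expressing cells under TSH stimulation (4nM final, EC80; 2 h, 37 deg C) is quantified with a one-step lysis HTRF kit, anti-cAMP cryptate versus cAMP-d2.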
# B2AR arrestin: qHTS assay of beta-arrestin-biased ligands of beta2-adrenergic receptor; Beta-2 adrenergic receptor (Homo sapiens), P07550; beta-arrestin recruitment to beta2AR, cell-based reporter; Potency, µM (top dose mostly 46.1 µM), for inactives: top-dose activation, most hits filed as activators; 330,000 compounds, 0.02% hits; AID 492947, 2010;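 further: potency means the concentration at half of the fitted maximal effect; 0% = DMSO controls and full agonism = EC100 isoproterenol or metaproterenol; nearly all actives have a fitted effect of over 65% in size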
# Eya2 phos inh: qHTS Assay for Inhibitors of the Phosphatase Activity of Eya2. Protein phosphatase EYA2 (Homo sapiens), O00167. recombinant Eya2, OMFP fluorescence dephosphorylation (OMFP is methylfluorescein phosphate). Potency, µM (doses to about 76.9 µM), for the others: top-dose activity, negative = inhibition, usual class: inhibitors. 330,000 compounds, 0.006% hits. AID 488837, 2010; further: potency means the concentration at half of the fitted maximal effect; on the % scale 0 is the no-effect control and ±100 the full control effect
#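 Eya2 protein (added as 0.2 uM solution) was preincubated with compound for 10 min at ambient temperature in 50 mM HEPES pH 7.5, 50 mM NaCl, 5 uM MgCl2, 0.05% BSA, 1 mM DTT. OMFP (added at 50 uM) then reacted 10 min; fluorescence read at 485/525 nm.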
# TCR act: Activators of T cell receptors: qHTS campaign | primary human leukocytes, anti-CD3, IL-2 HTRF, 48 h | Potency, µM (series often up to 9.22 µM), without a hit: at the top dose activation of IL-2 secretion, actives largely listed as activators | 330,000 tested, under 10 active; further: % of control where 0% means no effect
#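 48 hr co-incubation of compounds, a-CD3 beads and primary human leukocytes; IL-2 quantified homogeneously by HTRF with anti-IL-2 K and d2 conjugates.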
# Mito fusion act: qHTS Assay for Small Molecule Inhibitors of Mitochondrial Division or Activators of Mitochondrial Fusion | S. cerevisiae fusion-defective mutant growth rescue, CellTiterGlo 48 h | Potency, µM (doses to about 46.1 µM), inactives show at the highest dose growth rescue (activation), actives largely listed as activators | 320,000 compounds, 0.23% hits | AID 485298, 2010;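 further: potency means the concentration at half of the fitted maximal effect; % of control where 0% means no effect; nearly all actives have a fitted effect of over 45% in size; temperature-sensitive fusion mutants such as fzo1-1 at 37 °C on non-fermentable ethanol glycerol medium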
#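 Temperature-sensitive fusion-defective S. cerevisiae (e.g. fzo1-1, mgm1-5) were grown with compound in YPEG medium (3% ethanol, 3% glycerol) for 48 hours at 37C. Growth rescue was measured as viability by CellTiterGlo luminescence after 10 minutes at ambient.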
# ELG1 DNA repair: qHTS screen for small molecules that inhibit ELG1-dependent DNA repair in human embryonic kidney (HEK293T) cells expressing luciferase-tagged ELG1; HEK293T ELG1-luciferase reporter, luminescence, 16 h; DNA damage induced by 5-fluorouridine; Potency, µM (series often up to 46.1 µM), inactives show at the top dose activity change, negative = inhibition, most hits filed as inhibitors; 330,000 compounds, 2.3% hits; AID 504467, 2011; further: potency means the concentration at half of the fitted maximal effect; on the % scale 0 is the no-effect control and ±100 the full control effect; nearly all actives have a fitted effect of over 55% in size
#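 Reporter activity after DNA damage by 5-fluorouridine is monitored. Compound-treated cells incubate 16 hr at 37 °C, then ONE-Glo is added for 30 min before luminescence reading.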
# * hit, by the source's call; ? = inconclusive; / = not tested or not shown; [ ] = dose if it differs, or a comment. Unless noted, the call rests on the fitted dose curve; in most records, active means well fitted curve in the direction sought with a large enough effect; inconclusive means small, poorly fitted or top-dose-only effect, or another doubt; inactive means no such curve, though single readings can be large; an effect the other way counts as inactive or inconclusive.
SMILES,Tb PFK block,PTAP TSG101 blk,USP2a block,BCR signal inh,uPA generation,TSHR antagonist,B2AR arrestin,Eya2 phos inh,TCR act,Mito fusion act,ELG1 DNA repair
CC(C(=O)N1CCOCC1)N1C(=O)C2C3C=CC(C4CC34)C2C1=O (stereo unspecified),4%,0%,1%,13%,0%,0,0.2%,1%,-3%,-4%,8%
CCCN(CCC)C(=O)C1CCCN(S(=O)(=O)c2ccc3c(c2)oc(=O)n3C)C1 (stereo unspecified),1%,-3%,0%,-4%,1%,8,-1.1%,11%,2%,18%,-2%
CC1(C)Cc2c(C#N)c(SCCC#N)nc(N3CCOCC3)c2CO1,-3%,-21%,-3%,0%,-6%,-10,-0.1%,1%,2%,-1%,-7%
Clc1ccc(-c2csc(NNC3=NCCCCC3)n2)cc1,-12%,-5%,0%,-4%,-5%,9,-0.4%,3%,-2%,-7%,?
CC1CCc2nc3ccccc3c(C(=O)OCC(=O)NC3CCS(=O)(=O)C3)c2C1 (stereo unspecified),-5%,0%,2%,0%,-3%,-3,0.3%,3%,6%,0%,-3%
CC1=Nc2ccccc2N=C(NC(=O)CSC(=S)N2CCN(C)CC2)C1c1ccccc1 (stereo unspecified),-2%,-1%,0%,-10%,-5%,-4,-0.8%,-1%,1%,-6%,-11%
CN(NC(=O)COc1ccccc1)C1=NS(=O)(=O)c2ccccc21,-5%,0%,2%,-13%,7%,2,-0.1%,3%,4%,-5%,-2%
Cc1cc(NC(=O)C(C)SCC(=O)OCc2ccc(Cl)cc2Cl)no1 (stereo unspecified),3%,-1%,-2%,-1%,-5%,-8,-0.1%,-2%,-19%,20%,17%
CCCCC(=O)Nc1ccc(C(N)=O)cc1,-1%,-3%,0%,0%,-6%,14,-3.3%,16%,-21%,4%,4%
COc1ccccc1OCC(=O)OC/C(O)=C(\C#N)c1nc2ccccc2[nH]1,6%,-3%,4%,-3%,?,18,0.0%,-22%,-2%[46.1 µM],2%,?
CCOC(=O)c1sc2nc(C)nc(Nc3ccc(OC)c(OC)c3)c2c1C,-3%,0%,-1%,0%,5%,-16,-0.3%,4%,0%,7%,?
Cc1ccc(CN2CCN(/N=C/c3cc(Br)ccc3F)CC2)cc1,4%,-3%,-1%,2%,-39%,7,0.1%,-10%,3%,-11%,-1%
Nc1c(-c2cccc(Cl)c2)cnn1-c1cccc([N+](=O)[O-])c1,-2%,-2%,-1%,?,-4%,-6,-0.1%,-7%,0%,12%,?
CCCOc1ccc(NC(=O)CNC(=O)c2cc(OC)cc(OC)c2)cc1OCCC,-5%,-5%,4%,1%,-2%,-7,0.6%,6%,-3%,11%,-8%
O=C(c1ccc(COc2ccccc2)o1)N1CCN(S(=O)(=O)c2ccccc2Cl)CC1,0%,-1%,0%,-6%,-4%,19,0.4%,-13%,-5%,?,?

# Single records, from the list above.
# O=C(c1ccc(COc2ccccc2)o1)N1CCN(S(=O)(=O)c2ccccc2Cl)CC1 across the screens: Tb PFK block = 0%; PTAP TSG101 blk = -1%; USP2a block = 0%; BCR signal inh = -6%; uPA generation = -4%; TSHR antagonist = 19; B2AR arrestin = 0.4%; Eya2 phos inh = -13%; TCR act = -5%; Mito fusion act = ?; ELG1 DNA repair = ?
# Nc1c(-c2cccc(Cl)c2)cnn1-c1cccc([N+](=O)[O-])c1 across the screens: Tb PFK block = -2%; PTAP TSG101 blk = -2%; USP2a block = -1%; BCR signal inh = ?; uPA generation = -4%; TSHR antagonist = -6; B2AR arrestin = -0.1%; Eya2 phos inh = -7%; TCR act = 0%; Mito fusion act = 12%; ELG1 DNA repair = ?

# Carrying on.
SMILES,Tb PFK block,PTAP TSG101 blk,USP2a block,BCR signal inh,uPA generation,TSHR antagonist,B2AR arrestin,Eya2 phos inh,TCR act,Mito fusion act,ELG1 DNA repair
COC(=O)C1CCN(c2cc(Cl)nc(N)n2)CC1,-1%,-1%,1%,-20%,-3%,8,-0.3%,-13%,-27%,3%,18%
COCCN(CC(=O)Nc1cccc(C)c1C)C(=O)Cn1c(=O)cnc2ccccc21,-13%,-1%,4%,2%,-1%,-2,-0.2%,-14%,0%,1%,17%
O=c1cc(CN2CCN(c3ccccn3)CC2)nc2sccn12,-2%,0%,11%,3%,9%,8,-0.4%,4%,4%,-5%,3%
CCCCSc1nc2sc3c(c2c(=O)n1-c1ccccc1)CCN(C)C3,-4%,-8%,1%,2%,0%,0,-0.4%,-3%,3%,17%,?
O=C(N/N=C/c1ccco1)c1cc(-c2ccncc2)nc2ccccc12,2%,-1%,-1%,?,?,-9,0.2%,12%,-2%,-1%,-10%
O=C(Nc1nccs1)C1CC=CCC1C(=O)OCC(F)(F)C(F)F (stereo unspecified),-6%,-10%,1%,0%,-75%,/,0.1%,-10%,3%,1%,17%
N#Cc1c(NC(=O)CCC(=O)O)sc2c1CCCCC2,-9%,-6%,4%,?,4%,-8,0.1%,6%,9%,2%,-18%
O=C(COC(=O)CCC(=O)c1ccc(Cl)cc1)NCc1ccc(F)cc1,-2%,-2%,1%,2%,2%,-6,-0.2%,-20%,5%[46.1 µM],/,21%
CC(=O)OCC(=O)[C@@]1(O)CC[C@H]2[C@@H]3C[C@H](C)C4=CC(=O)C=C[C@]4(C)[C@H]3[C@@H](O)C[C@@]21C,0%,1%,1%,?,35%[activator],-1,0.2%,-4%,10%,2%,23%
COc1ccc(CN(C)CC2CCCN(CCc3ccc(Cl)cc3)C2)cc1OC (stereo unspecified),-4%,0%,1%,-7%,-4%,6,-0.2%,2%,-18%,-4%,-6%
Cc1ccc(C23CC4CC(CC(C(=O)NC(C(=O)O)C(C)C)(C4)C2)C3)cc1 (stereo unspecified),0%,-3%,1%,4%,0%,7,-0.3%,?,-26%,0%,-4%
Cc1cc(C(=O)CSc2nc(N)cc(=O)[nH]2)c(C)n1-c1cccc(F)c1,0%,-1%,4%,-5%,-6%,-24,-0.1%,-4%,-5%[46.1 µM],0%,11%
Cc1c(N2C(=O)SC(CC(=O)O)C2=O)c(=O)n(-c2ccccc2)n1C (stereo unspecified),4%,1%,1%,0%,0%,5,0.1%,23%,-3%,2%,-9%
c1ccc(C[C@H]2CN=C(Nc3ccccc3)N2CC2CCC2)cc1,0%,-12%,2%,-11%,-16%,3,0.5%,-11%,-4%,4%,-20%
Cn1nc(C(=O)N2CCN(C(c3ccccc3)c3ccccc3)CC2)c2ccccc2c1=O,-3%,-3%,-6%,0%,0%,7,-0.7%,6%,10%,23%,?
CSc1ccc(CN2CCCC(CNC(=O)c3ccc(F)cc3)C2)cc1 (stereo unspecified),2%,0%,0%,-6%,-3%,3,-0.8%,-11%,-1%,13%,0%
COc1cc(C(=O)NNC(=O)c2ccoc2C)cc(OC)c1OC,-3%,-4%,-2%,?,2%,-7,-0.4%,10%,-4%,1%,-3%

# 3 compounds from above, sorted by the value under Tb PFK block, largest number first.
SMILES	Tb PFK block
c1ccc(C[C@H]2CN=C(Nc3ccccc3)N2CC2CCC2)cc1	0%
O=C(Nc1nccs1)C1CC=CCC1C(=O)OCC(F)(F)C(F)F (stereo unspecified)	-6%
COCCN(CC(=O)Nc1cccc(C)c1C)C(=O)Cn1c(=O)cnc2ccccc21	-13%
